RPL19A-GFP yeast: alters RPL19A-GFP fluorescence in TOR pathway yeast screen; S. cerevisiae RPL19A-GFP strain, flow cytometry, 3 h; active compounds read low; percent response vs DMSO, % at 10 µM; hit rate 0.3% among 330,000; AID 2025;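 active means percent response vs DMSO below 50%; inconclusive means fewer than 70 events counted for the yeast strain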;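 further: median channel GFP fluorescence of the barcoded RPL19A-GFP strain; ratio of sample median GFP to plate DMSO average so 100% = DMSO; lower means less RPL19A-GFP as with rapamycin TOR inhibition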
LAP4-GFP MLPCN: alters LAP4-GFP fluorescence in TOR pathway yeast screen | hit rate 0.34% among 320,000 | GFP response vs DMSO, % at 10 µM | S. cerevisiae LAP4-GFP multiplex, flow cytometry GFP, 3 h; median GFP as percent of DMSO wells;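 active means GFP response vs DMSO above a set limit, about the screen mean plus 3 SD, cut at about 150% in these data; inconclusive means under 70 cell events counted for the yeast strain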
CIT2-GFP yeast: yeast TOR pathway CIT2-GFP modulation | S. cerevisiae CIT2-GFP strain, flow cytometry, 3 h; 100 means same as DMSO wells | GFP response vs DMSO, % at 10 µM | hit rate 0.065% among 320,000 | AID 2029;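 active means GFP response relative to DMSO above a set limit, near the screen mean plus 3 SD, cut at about 150% in these data; inconclusive means Fewer than 70 cells measured for a yeast strain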;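 further: ratio of well median GFP fluorescence to mean of DMSO wells on the plate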
procasp3 activ: activates human procaspase-3; P42574; recombinant procaspase-3 D3A, Ac-DEVD-pNA absorbance 405 nm; activation, % at 8.5 µM; hit rate 0.11% among 330,000;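 active means activation above the mean of all tested compounds plus 3 SD, cut at about 21% in these data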;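 further: 0% = DMSO alone and 100% = DMSO wells spiked with extra 5 µM PC-3 D3A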
Target sequence (P42574 whole entry D9A/D28A/D175A): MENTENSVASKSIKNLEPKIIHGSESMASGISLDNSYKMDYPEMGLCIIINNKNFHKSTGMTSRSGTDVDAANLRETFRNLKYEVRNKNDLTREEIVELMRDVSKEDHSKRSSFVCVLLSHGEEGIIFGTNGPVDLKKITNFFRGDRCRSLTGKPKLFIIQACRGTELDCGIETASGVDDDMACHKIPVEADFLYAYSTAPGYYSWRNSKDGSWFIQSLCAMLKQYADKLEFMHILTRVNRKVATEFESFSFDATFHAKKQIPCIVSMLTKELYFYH
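Technique: 405 nm absorbance of p-nitroaniline, reads at 0 and 120 min; Test system: Procaspase-3 D3A mutant; Incubation: 1 h enzyme-compound preincubation, then 2 h substrate reaction, 25 °C; Repeats: singlicate, each compound tested once; Benchmarks: low control DMSO wells, high control DMSO plus 5 µM PC-3 D3A.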
AHR act: activates the human aryl hydrocarbon receptor; P35869; AHR-responsive luciferase reporter cells, luminescence; activation, % at 5 µM; hit rate 2.5% among 320,000; AID 2796; in the data active means activation above about 47%;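 further: 0% = vehicle wells and 100% = reference agonist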
Target sequence (P35869 whole entry, looked up): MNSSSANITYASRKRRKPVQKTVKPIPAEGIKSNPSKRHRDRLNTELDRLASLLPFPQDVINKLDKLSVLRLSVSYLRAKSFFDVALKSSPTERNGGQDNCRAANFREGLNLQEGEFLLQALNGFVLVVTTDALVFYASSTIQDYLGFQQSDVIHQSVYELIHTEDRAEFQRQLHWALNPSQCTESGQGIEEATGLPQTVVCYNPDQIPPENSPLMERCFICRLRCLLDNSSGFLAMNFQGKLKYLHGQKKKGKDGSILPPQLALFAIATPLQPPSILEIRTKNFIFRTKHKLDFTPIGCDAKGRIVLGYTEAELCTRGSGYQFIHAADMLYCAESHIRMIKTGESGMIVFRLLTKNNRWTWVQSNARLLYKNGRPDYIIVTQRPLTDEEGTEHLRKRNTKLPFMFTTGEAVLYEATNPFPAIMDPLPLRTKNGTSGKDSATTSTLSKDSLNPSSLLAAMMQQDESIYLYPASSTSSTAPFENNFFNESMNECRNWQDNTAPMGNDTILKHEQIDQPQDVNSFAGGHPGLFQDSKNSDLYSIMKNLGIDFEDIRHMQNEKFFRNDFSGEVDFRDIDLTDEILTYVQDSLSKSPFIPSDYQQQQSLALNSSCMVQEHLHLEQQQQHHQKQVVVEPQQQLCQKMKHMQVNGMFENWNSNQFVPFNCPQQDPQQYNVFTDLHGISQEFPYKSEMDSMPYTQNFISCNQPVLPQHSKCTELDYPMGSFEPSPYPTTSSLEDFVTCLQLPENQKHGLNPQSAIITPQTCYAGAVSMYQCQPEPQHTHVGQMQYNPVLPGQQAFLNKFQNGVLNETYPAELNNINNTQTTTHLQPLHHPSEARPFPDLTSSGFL
AGP1-GFP MLPCN: modulators of TOR pathway AGP1-GFP in S. cerevisiae | S. cerevisiae AGP1-GFP multiplex flow cytometry, 3 h; GFP as percent of DMSO wells | hit rate 0.02% among 320,000 | GFP response vs DMSO, % at 10 µM;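 active means GFP response relative to DMSO above a set limit, near screen average plus 3 SD, cut at about 150% in these data; inconclusive means fewer than 70 cells counted for the yeast strain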;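 further: median GFP channel fluorescence of the gated AGP1 strain per well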
procasp7 counter: activates human procaspase-7, counter-screen for procaspase-3 activators; hit rate 0.093% among 330,000; recombinant procaspase-7, Ac-DEVD-pNA absorbance 405 nm; D23A/D198A/D206A triple mutant, cannot self-cleave; scale: DMSO 0, 5 µM enzyme 100; activation, % at 8.5 µM; P55210;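 active means percent activation above the screen-wide mean plus 3 SD, cut at about 25% in these data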
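Test system: Procaspase-7 triple mutant (PC-7 D3A). Also added: Ac-DEVD-pNA substrate, 400 µM as added. Schedule: 1 h enzyme–compound preincubation and 2 h substrate reaction, both 25 °C. Signal: p-Nitroaniline absorbance at 405 nm, read at 0 and 120 min. Control set: low DMSO alone, high DMSO plus 5 µM PC-7.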
MEP2 TOR yeast: alters MEP2-GFP fluorescence in TOR pathway yeast screen; S. cerevisiae MEP2-GFP strain, flow cytometry GFP, 3 h; 100% = DMSO control level; GFP response vs DMSO, % at 10 µM; hit rate 0.51% among 330,000; AID 2016;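 active means GFP response versus DMSO above a set limit, roughly screen mean plus 3 SD, cut at about 180% in these data; inconclusive means fewer than 70 cells counted for a yeast strain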;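 further: median GFP fluorescence of the barcode-gated MEP2-GFP cells per well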
Starred values were filed as active, the others as inactive; u = inconclusive; x = not tested or not shown.

SMILES	RPL19A-GFP yeast	LAP4-GFP MLPCN	CIT2-GFP yeast	procasp3 activ	AHR act	AGP1-GFP MLPCN	procasp7 counter	MEP2 TOR yeast
Cn1cnc(C(=O)N2CCN(c3ccccc3)CC2)c1C(=O)N1CCN(c2ccccc2)CC1	95.2	100.8	100.8	4.9	0.8	100.0	-3.9	95.7
COc1ccc(NS(=O)(=O)c2cccc(C(=O)NN=Cc3ccc(OC)c(O)c3)c2)cc1	101.5	93.6	105.8	-1.0	2.1	102.3	15.1	104.6
O=C(Nc1nnc(-c2ccccc2)s1)c1ccc(F)cc1	102.8	95.5	95.8	5.3	1.2	101.2	4.9	100.8
O=C(OCC(=O)N1N=C(c2ccc(Cl)cc2)CC1c1ccco1)c1ccco1 (stereo unspecified)	96.9	99.7	88.7	2.9	-0.3	94.9	1.4	94.6
O=C(CN1CCC(C(=O)c2ccc(F)cc2)CC1)Nc1ccccc1	102.9	108.2	96.8	-2.3	-3.1	105.4	10.4	106.6
CCOC(=O)c1ccc(NC(=O)CSc2nnc(C3CC3)n2CC)cc1	98.4	94.4	84.9	-2.3	3.5	99.0	0.3	92.6
Cn1c(SCC(=O)NCc2ccc3c(c2)OCO3)nnc1-c1cccs1	99.3	92.6	x	0.8	4.6	96.7	9.3	93.9
CC(=O)N/C(=C\c1ccc(F)cc1)C(=O)N(C)C	100.8	85.5	95.0	3.6	-0.8	93.3	4.6	99.9
Oc1ccc(C23CC4CC(CC(C4)C2)C3)cc1O	105.2	121.5	91.8	-14.6	1.4	110.4	-16.9	144.5
COC(=O)Nc1ccc(S(=O)(=O)N2CCCCC2)cc1	98.6	102.3	94.8	1.6	-1.6	94.3	-8.2	104.8
CCOC(=O)c1c(NC(=S)NCCc2ccccc2)sc2c1CC(C(C)C)OC2 (stereo unspecified)	94.5	102.2	87.9	-2.1	0.9	117.5	1.2	92.8
COc1ccc(-c2nc(-c3ccccc3)no2)c(OC)c1	97.4	114.6	99.3	12.9	70.8*	92.9	8.9	104.1
CCn1nc(C)c(CN2CCN(Cc3ccsc3)C(CCO)C2)c1C (stereo unspecified)	93.8	95.1	98.7	-3.2	0.6	97.7	20.2	94.8
Cc1ccc(Cn2c(SCC(=O)N(C)C3CCS(=O)(=O)C3)nc3ccccc3c2=O)cc1 (stereo unspecified)	99.0	107.2	97.3	0.7	-1.9	102.7	3.8	94.1
Cn1c(SCC(=O)NC(=O)NCc2ccco2)nnc1C(F)(F)F	103.6	91.7	104.8	-2.7	-0.1	104.1	-8.3	99.2
Cc1ccc(S(=O)(=O)N2CCN(C(=O)c3cc4c(C)nn(-c5ccccc5)c4s3)CC2)cc1	u	u	u	6.4	1.9	u	-2.8	u
CCOc1ccc(C(=O)C2CCN(C(=O)c3ccc([N+](=O)[O-])cc3)CC2)cc1	102.9	112.5	98.4	2.6	0.7	102.2	9.9	101.9
COCC(=O)NNC(=O)Cc1ccc(Cl)cc1	101.4	92.7	104.0	11.3	-0.8	104.8	12.6	99.1
CC(=O)Nc1nc2ccccc2n1Cc1ccc(C)cc1	89.9	108.6	87.5	-4.6	1.5	92.8	-4.5	84.6
CC(C)CN(CC(C)C)C(=O)c1cc(S(=O)(=O)N2CCCCC2)c[nH]1	98.3	98.8	99.4	9.6	1.4	100.1	1.7	103.1
O=c1nc(N/N=C/c2ccccn2)cn[nH]1	99.5	102.1	101.9	4.4	31.5	99.9	-14.9	97.5
COc1ccc(CCN(C(=O)c2ccc(F)cc2)C2=CC3CCC(C2)N3C)cc1OC (stereo unspecified)	97.8	102.6	91.1	8.1	3.4	96.3	4.0	94.9
C=CCOc1ccccc1CNc1ccc2c(c1)OCCO2	99.4	100.9	101.5	2.0	1.8	98.6	2.5	103.0
O=C(Nc1ccccc1)C1CCN(C(=O)c2ccc(Br)cc2)CC1	102.1	100.7	101.0	0.6	-2.0	99.6	15.3	103.0
O=C(CCNS(=O)(=O)c1cccs1)NCc1ccco1	103.9	102.6	109.4	3.6	-1.0	105.1	-1.9	105.0
Cc1cc(Nc2ccc3ccccc3c2)n2ncnc2n1	97.2	93.6	97.8	-4.1	30.3	98.7	2.9	100.0
O=C(CN1C(=O)NC2(CCCCC2)C1=O)N1CCN(S(=O)(=O)c2cccc([N+](=O)[O-])c2)CC1	97.5	92.9	98.9	7.4	-1.7	95.0	6.7	96.0
CN1CCN(S(=O)(=O)Cc2ccc(Cl)cc2)CC1	104.3	114.6	108.2	-1.0	0.1	106.1	-1.0	110.6
O=C(CN1CCOCC1)NCCC12CC3CC(CC(C3)C1)C2	97.0	100.2	104.0	4.8	1.4	103.7	-4.8	104.5
CC[C@]1(c2ccccc2OC)C(=O)N(C(=O)OC)N1C(=O)OC	97.6	96.0	106.3	-6.9	2.1	102.3	3.8	99.5

A section of the results above, for reference:
SMILES	RPL19A-GFP yeast	LAP4-GFP MLPCN	CIT2-GFP yeast	procasp3 activ	AHR act	AGP1-GFP MLPCN	procasp7 counter	MEP2 TOR yeast
O=C(CN1C(=O)NC2(CCCCC2)C1=O)N1CCN(S(=O)(=O)c2cccc([N+](=O)[O-])c2)CC1	97.5	92.9	98.9	7.4	-1.7	95.0	6.7	96.0
CN1CCN(S(=O)(=O)Cc2ccc(Cl)cc2)CC1	104.3	114.6	108.2	-1.0	0.1	106.1	-1.0	110.6
O=C(CN1CCOCC1)NCCC12CC3CC(CC(C3)C1)C2	97.0	100.2	104.0	4.8	1.4	103.7	-4.8	104.5
CC[C@]1(c2ccccc2OC)C(=O)N(C(=O)OC)N1C(=O)OC	97.6	96.0	106.3	-6.9	2.1	102.3	3.8	99.5

Other records:
SMILES	RPL19A-GFP yeast	LAP4-GFP MLPCN	CIT2-GFP yeast	procasp3 activ	AHR act	AGP1-GFP MLPCN	procasp7 counter	MEP2 TOR yeast
Cc1ccc([C@@H]2CC=C(C(=O)O)CN2S(=O)(=O)c2ccc(C)cc2)cc1	92.6	140.7	100.3	2.9	-3.7	83.6	-7.2	85.5
CC(NC(=O)C(=O)NCCCn1ccnc1)c1ccccc1 (stereo unspecified)	102.5	91.8	100.5	5.1	0.8	98.3	-2.2	103.8
O=C(O)C1CSC2(c3ccc4c(c3)OCCO4)CCC(=O)N12 (stereo unspecified)	98.6	104.8	107.3	-5.3	2.7	100.5	4.7	96.5
C/C(=N\NC(=O)c1ccccc1F)c1cccc(NC(=O)c2ccccc2)c1	98.3	103.9	102.7	6.4	-3.0	100.0	-8.2	96.7
CCOC(=O)C[n+]1c(C)sc2ccc(OC)cc21	98.0	101.4	100.1	-23.2	0.5	105.6	-31.3	106.8
CC1Cc2nc(SCC(N)=O)n(C)c(=O)c2S1 (stereo unspecified)	107.1	98.7	107.7	2.7	0.4	108.5	4.6	99.3
COc1ccc(-c2cc(C(=O)NCc3ccco3)c3ccccc3n2)cc1OC	101.7	100.0	94.5	-0.1	22.4	95.9	-2.5	95.7
CCCCC(=O)Nc1cccc(NC(=S)NC(=O)COc2ccccc2Cl)c1	106.6	90.5	108.1	3.3	0.4	101.6	1.9	99.7
Cc1cc(NC(=O)CCCn2nc(C)c([N+](=O)[O-])c2C)no1	109.2	109.4	112.1	-0.4	1.1	107.9	-2.2	119.7
CN(C(=O)c1ccc(NC(=O)Cc2cccc(NC(=O)C3CCCN(C(=O)C4CCCC4)C3)c2)cc1)C1CCCC1 (stereo unspecified)	93.6	97.1	97.9	-7.5	1.8	94.0	-4.7	84.0
COc1ccc(C2C3=C(CCCC3=O)NC3=C2C(=O)c2ccccc23)cc1 (stereo unspecified)	93.9	101.0	89.1	0.9	0.2	100.7	-4.2	95.6
CCOCCCN1CN(Cc2ccccc2)CNC1=S	100.0	85.6	95.2	4.9	-0.6	94.3	-5.3	66.2
Cc1nc(S(=O)(=O)c2ccc(Cl)cc2)nc2c1CCC2	101.5	101.3	96.7	2.2	3.0	100.9	3.2	105.1
CCOc1cc2[nH]c(=S)n(Cc3ccc(C(=O)O)cc3)c(=O)c2cc1OCC	100.3	84.9	95.6	x	x	93.7	x	94.3
O=C(Nc1ccccc1)OCCN1CCN(Cc2ccccc2)CCC1=O	96.1	101.6	100.3	6.2	2.7	83.6	-0.6	88.8
O=C(NCC1COCCO1)c1ccc2nc(Cc3cccc(Cl)c3)oc2c1 (stereo unspecified)	100.0	95.1	99.2	-5.0	3.0	97.7	-4.6	98.3
C=C(C)Cc1c(C)nc(-c2ccccc2)[nH]c1=O	98.6	106.8	108.8	1.5	-1.3	102.8	6.9	127.6
O=C1c2cccnc2C(=O)N1Cc1ccco1	91.6	99.0	101.8	-16.2	-0.8	109.4	-37.6	99.8
CC/C(O)=C1\C(=O)CC(c2ccccc2)CC1=NCCc1c(C)[nH]c2ccc(C)cc12 (stereo unspecified)	86.2	84.8	92.7	0.5	13.6	88.0	1.3	83.5
Cc1cc(C(C)(C)C)cc(C)c1S(=O)(=O)N1CCN(C(=O)c2cc([N+](=O)[O-])c[nH]c2=O)CC1	96.8	85.0	89.1	-1.7	0.3	88.5	-7.2	91.3
CCOc1ccc(S(=O)(=O)N2CCN(c3ccc(OC)cc3)CC2)c2cccnc12	99.4	103.9	95.5	-3.1	4.5	100.0	9.6	102.3
COc1ccc(-c2ccc3oc(-c4ccc(OC)cc4)c(C#CCCO)c3c2)cc1	102.4	113.1	97.5	-6.0	6.1	96.3	-1.8	98.6
O=C1CSC(c2ccccc2[N+](=O)[O-])N1c1cccc(F)c1 (stereo unspecified)	101.2	100.6	99.1	-0.9	-2.6	109.0	-3.6	103.5
CC(=O)c1c(N2CCCCC2)nc(=S)n(-c2ccccc2)c1C	90.7	89.8	99.1	-1.1	3.5	95.7	-4.6	91.6
O=C(c1ccco1)N1CCN(c2nc(C3CC3)nc3c2nnn3Cc2ccccc2Cl)CC1	91.3	93.9	99.2	7.9	-7.5	98.2	-1.9	85.1
O=C(CCc1nnc(CCCc2ccccc2)o1)NCCc1ccccc1	105.4	96.5	98.9	0.1	2.8	100.1	-3.4	102.3
COc1cc(/C=C/C(=O)NCC2CCCCC2)cc(OC)c1OC	102.6	95.4	98.7	2.9	8.4	99.2	8.9	107.4
CC(=O)C1CCN(Cc2ccccc2)CC1	95.2	92.0	91.3	-1.9	42.1	94.5	7.4	98.6
Cc1nn(Cc2ccccc2)c(=O)n1N(C)c1ncc(C(F)(F)F)cc1Cl	97.6	94.1	95.5	12.4	0.5	97.7	3.6	101.8
COc1ccccc1CNC(=O)COC(=O)C1CCN(S(=O)(=O)c2ccc(C)c(C)c2)CC1	91.8	102.4	82.3	-0.3	1.3	86.5	4.9	102.0
COc1ccc(C2CC(c3ccccc3)Nc3nc(N)nn32)cc1 (stereo unspecified)	101.0	96.3	104.2	-4.7	2.2	103.9	-9.4	92.6
Cc1cccc(C)c1NC(=O)CN1CCc2ccccc2C1	98.6	84.0	87.1	5.9	2.6	76.9	10.1	103.2
Cc1cc(C(C)(C)C)oc1C(=O)N(CC(=O)NC1CCCC1)Cc1ccc(Cl)cc1	95.5	97.2	99.0	-4.0	-0.1	99.6	1.3	101.7
CN(C)NC1CC(=O)N(c2ccccc2)C1=O (stereo unspecified)	94.5	91.9	101.4	3.8	0.7	97.6	2.4	88.0
